# Source: PubChem (several laboratories)
# MC4R antag cAMP – antagonists of human melanocortin 4 receptor (MC4R); AID 540295; hit rate 0.48% among 360,000; MC4R-expressing cells, MTII-stimulated cAMP, LANCE TR-FRET; P32245; inhibition, % at 6.5 µM;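 active = inhibition above its plate's cutoff, the mean of tested wells on that plate plus 3 SD, cut at about 29% in these data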;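 also: 0% = Melanotan II alone and 100% = Melanotan II plus saturating MCL0020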
# Target sequence (P32245 whole entry, looked up): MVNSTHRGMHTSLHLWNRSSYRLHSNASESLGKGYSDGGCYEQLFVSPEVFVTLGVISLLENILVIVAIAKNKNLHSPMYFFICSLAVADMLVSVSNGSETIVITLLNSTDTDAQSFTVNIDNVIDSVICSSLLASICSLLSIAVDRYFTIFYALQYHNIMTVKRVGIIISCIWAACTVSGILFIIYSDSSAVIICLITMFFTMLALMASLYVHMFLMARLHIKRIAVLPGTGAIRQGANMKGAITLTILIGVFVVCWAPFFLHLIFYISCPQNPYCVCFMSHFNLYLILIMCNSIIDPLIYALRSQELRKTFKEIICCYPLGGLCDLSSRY
#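 Test system: U2OS cells stably expressing human melanocortin 4 receptor (MC4R); also added: Melanotan II challenge; compound: 6.5 µM single dose; timing: 30-min compound preincubation, 1-h Melanotan II challenge, 1-h detection, room temperature; signal: Eu-cAMP/anti-cAMP TR-FRET, emission 671 nm; repeats: one well per compound, no replicates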
# PDI inh – inhibitors of human protein disulfide isomerase. AID 588391. inhibition, % at 10 µM. P07237. hit rate 0.052% among 350,000. PDI insulin aggregation turbidity, A650, 90 min;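 active = mean inhibition across replicates of 30% or more, whatever share of single replicates reach that level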;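 also: absorbance from insulin aggregation driven by PDI reduction with DTT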
# H9c2 protect – modulators protecting cardiomyocytes from myocardial damage; H9c2 cardiomyocytes, H2O2 injury protection, ATPLite, 2 h; AID 588492; hit rate 0.63% among 360,000; protection from H2O2 cell death, % at 20 µM;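 active = compounds giving at least 50% protection of heart cells from peroxide-induced death in the single-dose screen, raw or plate-pattern-corrected value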;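 also: 0% = DMSO wells with peroxide and 100% = DMSO wells without peroxide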
# HTR2A ag – activates the mouse 5-HT2A serotonin receptor. P35363. CHO-K1 mHTR2A beta-arrestin complementation, luminescence; percent of 30 µM serotonin response. activation, % at 7.6 µM. hit rate 0.66% among 360,000;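 active = activation above a run cutoff, the mean activation of all tested compounds plus 3 SD, cut at about 14% in these data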;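 also: 0% = plate median of compound wells and 100% = 30 µM serotonin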
# Target sequence (P35363 whole entry, looked up): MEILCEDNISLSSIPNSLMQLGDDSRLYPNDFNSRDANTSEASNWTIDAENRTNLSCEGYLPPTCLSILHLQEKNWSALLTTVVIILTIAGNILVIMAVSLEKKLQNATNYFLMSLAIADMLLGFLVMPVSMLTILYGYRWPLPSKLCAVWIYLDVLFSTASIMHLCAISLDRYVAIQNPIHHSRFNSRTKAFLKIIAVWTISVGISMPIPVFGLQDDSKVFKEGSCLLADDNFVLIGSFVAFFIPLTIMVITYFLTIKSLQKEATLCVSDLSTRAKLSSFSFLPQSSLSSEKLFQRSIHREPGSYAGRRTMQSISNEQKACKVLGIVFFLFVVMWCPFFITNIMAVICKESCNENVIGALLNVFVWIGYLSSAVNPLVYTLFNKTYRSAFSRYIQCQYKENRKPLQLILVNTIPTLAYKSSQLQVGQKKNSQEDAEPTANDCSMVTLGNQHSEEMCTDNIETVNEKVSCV
# ABCB6 inh 2 – human ABCB6 transporter inhibition. Q9NP58. K562-ABCB6 porphyrin accumulation, flow cytometry, 1 h; hits give low values. fluorescence ratio to DMSO, % at 10 µM. hit rate 0.19% among 360,000. AID 602162;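 active = fluorescence ratio to DMSO below 75%, the collection mean minus 3 SD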;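 also: signal is porphyrin accumulated inside mitochondria; 100% equals median channel fluorescence of DMSO control wells; lower ratio means ABCB6 inhibition with less porphyrin fluorescence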
# N-glyco inh – blocks N-linked glycosylation in D54 reporter cells. D54 ERlucT glycosylation luciferase reporter, 24 h; percent of 100 nM tunicamycin response. reporter increase, % at 12.5 µM. hit rate 0.23% among 360,000. AID 588692;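 active = mean luciferase reporter signal, scaled so untreated is 0 and the glycosylation-blocking control 100, at or above a set limit in every replicate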;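 also: luciferase carries N-glycosylation sites so blocking glycosylation raises the light; 0% = median of neutral control wells and 100% = median of 100 nM tunicamycin wells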
# MC4R ag barr – human MC4R agonism via beta-arrestin; P32245; U2OS MC4R beta-arrestin complementation, luminescence; percent of melanotan II response, DMSO zero; activation, % at 8.9 µM; hit rate 0.98% among 360,000;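 active = activation above a per-plate cutoff, the mean activation of sample wells on that plate plus 3 SD, cut at about 8% in these data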
# CaV13 FRET inh – Disruptors of the CACNA1D IQ motif to Ca2+-dependent inactivation inhibitor domain association, primary screening, Förster resonance energy transfer in intact living … | HEK cells, CFP/YFP FRET ICDI-IQ, plate reader, 10 min; percent FRET-ratio fall versus neutral wells | inhibition, % at 12.3 µM | hit rate 0.098% among 340,000;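 active = mean replicate inhibition of at least 30% and at least 1% of replicates passing that level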;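 also: 0% = median of the neutral control wells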
# Exocytosis inh – blocks lytic granule exocytosis; hit rate 0.66% among 360,000; inhibition, % at 10 µM; AID 651702; TALL-104 LAMP-1 surface exposure, flow cytometry; cells stimulated with thapsigargin and PMA;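 active = inhibition above about 55%, limit read from the data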
# ABHD5-PLIN5 inh – ABHD5-PLIN5 protein interaction inhibition; Q00G26+Q8WTS1; Split G. princeps luciferase complementation, luminescence, 4 h; AID 602281; hit rate 0.78% among 360,000; inhibition, % at 4 µM;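 active = inhibition above the mean inhibition across every tested compound plus 3 SD, cut at about 22% in these data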;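 also: 0% = DMSO only wells and the 100% control is not disclosed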
# The depositor's hits bear a star; . = no result given.
1: CC(C)C(=O)Nc1ccc(NC(=O)c2cc3ccccc3o2)cc1
2: COc1ccc2c(c1OC)CN1CCc3cc4c(cc3[C@@H]1[C@@H]2O)OCO4
3: O=S(=O)(NCc1ccc(C(F)(F)F)cc1)c1ccc(-n2cnnn2)cc1
4: C/C=C/c1ccc(OCCOc2cccc3cccnc23)c(OC)c1
5: COc1ccc(C#Cc2c(-c3ccccc3)n(C)c3ccccc23)cc1
6: COc1ccccc1CCC(=O)N1CCC(n2nccc2NC(=O)C2CCOC2)CC1 (centres undefined)

screen / no.	1	2	3	4	5	6
MC4R antag cAMP	4	-2	-4	8	4	1
PDI inh	0	4	-3	2	-2	-9
H9c2 protect	4	-6	-1	-6	-5	-1
HTR2A ag	1	3	7	-3	-6	-2
ABCB6 inh 2	89	103	99	99	99	103
N-glyco inh	0	1	0	-1	6	3
MC4R ag barr	-1.6	0.6	-0.2	-0.6	0.1	-0.3
CaV13 FRET inh	-4	.	-15	-6	-8	-5
Exocytosis inh	1	-2	-3	0	0	-5
ABHD5-PLIN5 inh	-5	-2	-3	2	2	5

7: COc1cc(C=O)c(Br)cc1OCC(=O)NCc1ccccc1
8: CC1(OC(=O)CCc2ccccc2)C(=O)C=C2C=C(c3ccc(C#N)cc3)N(C3CC3)C=C2C1=O (centres undefined)
9: Fc1ccc(-c2nc3ccc(Br)cn3c2Cc2cccc(Cl)c2)cc1
10: Cc1nnc(SC(C)C)n(N)c1=O
11: CCCC(=O)Nc1nnc(C2CCCO2)s1 (centres undefined)
12: COc1cc(OC)cc(-c2sc3ccc(OC)cc3c2C#CCCO)c1

screen / no.	7	8	9	10	11	12
MC4R antag cAMP	-3	16	.	12	9	9
PDI inh	1	1	.	0	-5	-2
H9c2 protect	-1	4	-6	-5	1	0
HTR2A ag	2	2	1	-1	-2	-2
ABCB6 inh 2	99	105	102	97	89	95
N-glyco inh	-1	0	-2	1	0	2
MC4R ag barr	1.1	-0.5	.	2.6	-1.7	-1.1
CaV13 FRET inh	-4	-6	-6	4	-7	-12
Exocytosis inh	0	-6	0	1	2	0
ABHD5-PLIN5 inh	-2	-17	-2	-8	-3	10

13: O=C(NN=C1C2CC3CC(C2)CC1C3)c1cc(Cl)ccc1O
14: CC(C)[C@H](NC(=O)[C@@H]1CSC2c3ccccc3C(=O)N21)C(=O)NCc1ccco1 (some centres undefined)
15: NC(CC(=O)OC1CCCCC1)C(=O)OC1CCCCC1 (centres undefined)
16: COc1ccc(N2CCN(Cc3cc4c(cc3Br)OCCO4)CC2)cc1
17: CNS(=O)(=O)c1ccc(N2CCCC2=O)c([N+](=O)[O-])c1
18: Cc1cc(NC(=O)Nc2ccc(Cl)cc2)n(C)n1

screen / no.	13	14	15	16	17	18
MC4R antag cAMP	-12	0	3	5	-8	5
PDI inh	3	5	0	4	4	3
H9c2 protect	10	5	-7	-3	4	-2
HTR2A ag	1	-5	-3	-9	2	2
ABCB6 inh 2	110	102	103	94	102	99
N-glyco inh	1	0	-1	-2	2	1
MC4R ag barr	2.9	-0.9	0.5	3.4	-0.1	-1.8
CaV13 FRET inh	.	-2	.	-1	-11	-3
Exocytosis inh	0	0	1	-3	-1	-8
ABHD5-PLIN5 inh	10	5	-2	2	11	11

19: CCOC(=O)/C(C#N)=C/c1cccc(F)c1
20: COc1ccc(-n2nnnc2-c2ccc(S(C)(=O)=O)cc2Cl)cc1
21: COc1cc(O)c(C(CCN2CCCC2)c2ccc3c(c2)OCO3)c(OC)c1 (centres undefined)
22: CCOc1ccccc1N1CCN(C(=O)C2=CC=CN3CCS(=O)(=O)N=C23)CC1
23: CCNC(=O)c1cc(Cl)ccc1OC
24: O=C(NCc1ccc2c3c(cccc13)C(=O)N2)c1cccs1

screen / no.	19	20	21	22	23	24
MC4R antag cAMP	-1	8	-6	2	9	-11
PDI inh	8	14	-1	-4	-4	9
H9c2 protect	8	-12	3	-1	3	37
HTR2A ag	6	-1	-8	8	2	-1
ABCB6 inh 2	83	98	94	95	98	102
N-glyco inh	1	0	1	0	0	4
MC4R ag barr	-2.1	-1.2	-1.1	-1.8	-0.2	-2.1
CaV13 FRET inh	-1	-17	-10	-13	-16	-29
Exocytosis inh	1	-4	-11	2	-3	14
ABHD5-PLIN5 inh	2	7	2	5	0	2

25: O=C1[C@H](Oc2ccccc2)[C@@H](c2ccccc2)N1c1ccncc1
26: CCC(C(=O)OCC(=O)Nc1cccc(C(C)=O)c1)c1ccccc1 (centres undefined)
27: CCOc1cccc(-c2cc(C(=O)NN)[nH]n2)c1
28: O=[N+]([O-])c1cc(Br)c(O)c(/C=N/Nc2nnnn2-c2cccc3ccccc23)c1
29: COc1ccccc1NC(=O)Cc1csc(N)n1
30: O=C1C=C(c2ccc(Cl)c(C(F)(F)F)c2)C[C@@H](c2ccc(F)cc2)C1

screen / no.	25	26	27	28	29	30
MC4R antag cAMP	3	0	-2	-4	7	8
PDI inh	2	-18	-7	8	-1	-6
H9c2 protect	-12	0	0	-16	6	-13
HTR2A ag	18*	-1	-2	-11	-2	3
ABCB6 inh 2	97	91	98	104	100	99
N-glyco inh	5	-1	0	2	3	-2
MC4R ag barr	0.2	-0.5	-1.5	-4.0	-2.1	0.7
CaV13 FRET inh	-3	-15	-3	-9	-10	-12
Exocytosis inh	-1	-4	1	4	1	5
ABHD5-PLIN5 inh	-1	2	5	4	1	-4

31: CC(=O)Cn1cnc2scc(-c3ccc(C)c(C)c3)c2c1=O
32: CC(=O)N1c2c(cc(Br)cc2S(=O)(=O)NCc2ccc3c(c2)OCO3)CC1C (centres undefined)
33: CCN(C(=O)COC(=O)c1cc(Cl)ccc1OC)c1c(N)n(Cc2ccccc2)c(=O)[nH]c1=O
34: Cc1ccc(CNC(=O)CNC(=O)[C@@H]2Cc3ccccc3CN2C(=O)OC(C)(C)C)cc1
35: COc1cccc(CN2CCCC(C(=O)N3CCCCC3)C2)c1OC (centres undefined)
36: O=[N+]([O-])c1cccc(S(=O)(=O)N2CCCCC2c2cccnc2)c1 (centres undefined)

screen / no.	31	32	33	34	35	36
MC4R antag cAMP	14	15	6	16	12	15
PDI inh	24	7	10	0	-3	.
H9c2 protect	2	2	2	-3	1	-4
HTR2A ag	-1	-2	2	-6	-2	0
ABCB6 inh 2	96	102	97	97	99	98
N-glyco inh	-3	2	3	-5	2	-3
MC4R ag barr	-0.4	-0.8	-1.1	1.4	-1.5	-0.1
CaV13 FRET inh	-4	-5	-6	-14	-5	.
Exocytosis inh	2	-2	0	-17	-6	1
ABHD5-PLIN5 inh	8	5	8	-9	1	3

37: CCCn1c(SCC(=O)Nc2nonc2C)nnc1-c1ccoc1C
38: O=C(O)c1sc(C(=O)O)c(-c2ccccc2)c1-c1ccccc1
39: COc1ccc(OC)c(NP2(=O)OCC(C)([N+](=O)[O-])CO2)c1 (centres undefined)
40: COc1ccccc1-n1cnnc1SCC(=O)Nc1cccc(S(N)(=O)=O)c1
41: CCC(CC)C(=O)N(C)c1c(C)nc2c(OCc3cccc(Cl)c3)cccn12
42: Cc1[nH]c2ccc(C(=O)OC(C)C(=O)NC3(C#N)CCCCC3)cc2c1C (centres undefined)

screen / no.	37	38	39	40	41	42
MC4R antag cAMP	2	-2	3	14	4	-7
PDI inh	-1	7	3	-4	-4	7
H9c2 protect	4	-5	5	2	-4	-5
HTR2A ag	1	-1	1	-9	-2	-8
ABCB6 inh 2	95	95	96	105	91	100
N-glyco inh	5	2	0	-3	-1	-2
MC4R ag barr	-1.4	-1.3	-0.9	-1.2	-3.1	1.4
CaV13 FRET inh	.	-6	-4	-6	-6	-4
Exocytosis inh	-1	4	5	-10	2	15
ABHD5-PLIN5 inh	-3	0	-1	7	8	-9

43: O=c1c(/C=N/OCc2ccc(Cl)cc2Cl)c[nH]n1-c1cccc(Cl)n1
44: CC(CN(C)C)CN1c2ccccc2CCc2ccccc21 (centres undefined)
45: COc1cc(C(=O)Nc2cc(Cl)ccc2-n2cncn2)ccc1OC(F)F
46: O=C(Nc1ccc(Cl)cc1)NN1CC(=O)N(c2cccc(C(F)(F)F)c2)CC1=O
47: COc1ccc(NC(=O)c2cccc(N3C(=O)C4C5C=CC(C6CC56)C4C3=O)c2)cc1 (centres undefined)
48: CC(C)CSC1=NSC2=NC(=O)/C(=C\c3cccs3)C(=N)N12

screen / no.	43	44	45	46	47	48
MC4R antag cAMP	2	-2	0	12	5	5
PDI inh	6	7	1	10	-35	-33
H9c2 protect	10	19	-6	0	-8	-15
HTR2A ag	3	-2	-2	-5	6	11
ABCB6 inh 2	88	95	98	98	93	100
N-glyco inh	2	0	-2	-1	-3	-2
MC4R ag barr	-3.1	-0.5	-0.4	-0.1	-3.4	2.1
CaV13 FRET inh	-2	-5	-5	-6	-6	-3
Exocytosis inh	-6	0	0	1	3	1
ABHD5-PLIN5 inh	-3	-5	6	-10	2	-2

# Structures above shown as hits in HTR2A ag.
no.	canonical_smiles	MC4R antag cAMP	PDI inh	HTR2A ag	ABCB6 inh 2	N-glyco inh	MC4R ag barr	CaV13 FRET inh	Exocytosis inh	ABHD5-PLIN5 inh
25	O=C1[C@H](Oc2ccccc2)[C@@H](c2ccccc2)N1c1ccncc1	3	2	18*	97	5	0.2	-3	-1	-1

# Next compounds follow:
49: Cc1sc(NC(=O)Cn2c(=O)oc3ccccc32)nc1-c1ccc(Cl)cc1
50: COc1ccc(C2=NS(=O)(=O)N(C)C(C(=O)N3CCc4ccccc4C3)=C2)cc1OC
51: COc1cc(SC)ccc1C(=O)N1CCN(c2ccccc2)CC1
52: CCOC(=O)c1ccc(NC(=O)CN2C(=O)CSCC2=O)cc1
53: O=C(Nc1cccc(S(=O)(=O)N2CCOCC2)c1)c1cc(S(=O)(=O)N2CCOCC2)c(Cl)cc1Cl
54: CC1CCCCC1Nc1ncnc2sccc12 (centres undefined)

screen / no.	49	50	51	52	53	54
MC4R antag cAMP	0	3	22	4	22	-1
PDI inh	2	.	-10	-1	6	2
H9c2 protect	-8	-26	0	-11	25	-9
HTR2A ag	-2	-1	1	6	13	0
ABCB6 inh 2	95	96	103	104	96	159
N-glyco inh	2	-1	-2	1	-2	-5
MC4R ag barr	13*	-1.7	-2.5	-1.8	0.6	1.0
CaV13 FRET inh	-3	-3	7	-5	-5	-4
Exocytosis inh	-4	-3	2	0	2	-3
ABHD5-PLIN5 inh	-10	3	-3	0	2	-3

# Sorted by SMILES length (rising): part of the list above.
54: CC1CCCCC1Nc1ncnc2sccc12 (centres undefined)
52: CCOC(=O)c1ccc(NC(=O)CN2C(=O)CSCC2=O)cc1
49: Cc1sc(NC(=O)Cn2c(=O)oc3ccccc32)nc1-c1ccc(Cl)cc1
50: COc1ccc(C2=NS(=O)(=O)N(C)C(C(=O)N3CCc4ccccc4C3)=C2)cc1OC

screen / no.	54	52	49	50
MC4R antag cAMP	-1	4	0	3
PDI inh	2	-1	2	.
H9c2 protect	-9	-11	-8	-26
HTR2A ag	0	6	-2	-1
ABCB6 inh 2	159	104	95	96
N-glyco inh	-5	1	2	-1
MC4R ag barr	1.0	-1.8	13*	-1.7
CaV13 FRET inh	-4	-5	-3	-3
Exocytosis inh	-3	0	-4	-3
ABHD5-PLIN5 inh	-3	0	-10	3
